Pf growth 96h: P. falciparum growth inhibition at 96 hours. P. falciparum luciferase reporter growth, 96 h. Potency, µM (highest dose often 28.7 µM), inactives show at the highest dose activity change, negative = inhibition, hits mostly inhibitors. hit rate 6.9% among 320,000; also: potency is read from the fitted curve at half-maximal effect; % is scaled to controls: 0 for no effect and ±100 for the full control effect
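Compounds incubated with erythrocytes infected by luciferase-expressing P. falciparum (2% hematocrit, 0.05% parasitemia final) for 96 hours, 37 C in 5% CO2. Growth inhibition scored as decreased luciferase luminescence.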
FBPA Giardia inh: inhibitors of Giardia lamblia fructose-1,6-bisphosphate aldolase | A8B2U2 | purified Giardia FBPA | Potency, µM (series often up to 59.6 µM), for inactives: at the highest dose activity, negative = inhibition, usual class: inhibitors | hit rate 0.71% among 290,000 | AID 2451; also: potency is read from the fitted curve at half-maximal effect; % is scaled to controls: 0 for no effect and ±100 for the full control effect; nearly all actives have a fitted effect of over 55% in size
Target sequence (A8B2U2 whole entry, looked up): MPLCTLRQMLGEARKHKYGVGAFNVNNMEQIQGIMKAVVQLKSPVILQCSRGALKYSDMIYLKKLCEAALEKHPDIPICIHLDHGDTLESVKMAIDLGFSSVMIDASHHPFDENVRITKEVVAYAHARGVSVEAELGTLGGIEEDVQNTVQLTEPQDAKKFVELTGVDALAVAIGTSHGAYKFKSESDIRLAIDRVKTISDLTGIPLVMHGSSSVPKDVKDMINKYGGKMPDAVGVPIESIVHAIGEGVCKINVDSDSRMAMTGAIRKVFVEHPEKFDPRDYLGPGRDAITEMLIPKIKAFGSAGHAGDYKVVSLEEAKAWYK
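Giardia FBPA (40 nM reagent) was preincubated 10 min at RT with compound (up to 57.5 uM final), then substrate plus GAPDH/TPI/NAD/arsenate coupling system with diaphorase/resazurin was added; resorufin fluorescence (525/598 nm) was read after 20 min.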
Shiga inhibitor: inhibitors of Shiga toxin in Vero cells; Vero cells, Shiga toxin protein synthesis inhibition reporter; inhibition, % at 38.7 µM; hit rate 9.2% among 290,000; AID 2315; in the data active = inhibition mostly above about 28%, no sharp cut-off; inactive = mostly below about 43%; also: 0% is about no effect
Cycloheximide cs: affects cycloheximide protein synthesis inhibition readout, counter-screen; hit rate 12% among 300,000; cell reporter, cycloheximide protein synthesis inhibition counterscreen; AID 2314; max response, %; in the data active = max response mostly above about 13%, no sharp cut-off; inactive = mostly below about 14%; also: read at 38.3 µM for the half of the compounds with a filed dose; 0% is about no effect
Sm TGR block: inhibitors of Schistosoma mansoni thioredoxin glutathione reductase. Q962Y6. hit rate 3% among 360,000. Potency, µM (top dose mostly 114 µM), for inactives: at the highest dose activity change, negative = inhibition, most hits filed as inhibitors. AID 485364. purified TGR, DTNB reduction, TNB absorbance 405 nm; also: potency is read from the fitted curve at half-maximal effect; % is scaled to controls: 0 for no effect and ±100 for the full control effect; nearly all actives have a fitted effect of over 60% in size
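Kinetic colorimetric format: TGR-catalysed, NADPH-driven DTNB reduction monitored via TNB absorbance. Enzyme dispensed at 20 nM; compound exposure 15 min at room temperature before reaction start.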
Pf growth 48h: P. falciparum growth inhibition at 48 hours (one generation). P. falciparum luciferase growth in erythrocytes, 48 h. hit rate 5.9% among 310,000. Potency, µM (series often up to 28.7 µM), inactives show top-dose activity change, negative = inhibition, most hits filed as inhibitors. AID 504832; also: potency is read from the fitted curve at half-maximal effect; % is scaled to controls: 0 for no effect and ±100 for the full control effect
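Here the parasites carry a stable luciferase gene and grow inside erythrocytes in Albumax-based RPMI medium with compound for one erythrocytic cycle. Activity is scored as loss of luminescent signal.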
The depositor's hits bear a star; i = inactive; ? = inconclusive; . = not tested or not shown; [ ] = remark or other dose. Unless noted, calls follow the shape of the dose curve; as a rule, active = well fitted curve in the direction sought with a large enough effect; inconclusive = small, poorly fitted or top-dose-only effect, or another doubt; inactive = no such curve, though single readings can be large; an effect the other way counts as inactive or inconclusive.

Labels used below – A = Pf growth 96h; B = FBPA Giardia inh; C = Shiga inhibitor; D = Cycloheximide cs; E = Sm TGR block; F = Pf growth 48h
O=C(NCCc1ccccc1)/C(=C\c1ccc([N+](=O)[O-])cc1)NC(=O)c1ccc(Br)cc1
  A: -1%; B: 0%; C: -7; D: 6; E: 0%; F: ?
Cc1cccc(-n2c(O)c(C=NC3CCS(=O)(=O)C3)c3ccccc3c2=O)c1 (configuration not stated)
  A: -13%; B: -4%; C: -17; D: -1; E: -2%; F: -11%
COc1ccc(S(=O)(=O)N2CCSC2c2ccc(N)cc2)cc1 (configuration not stated)
  A: 30%[activator]; B: -2%; C: -6; D: -1; E: 1%; F: -4%
O=C1/C(=C/c2ccc(F)cc2)Oc2cc(OC(=O)N3CCOCC3)ccc21
  A: 23%; B: 3%; C: 39; D: -2; E: -1%; F: ?
COc1ccc(CN(C)CC2CCCN(CCc3ccc(F)cc3)C2)cc1OC (configuration not stated)
  A: 4.7µM*; B: -4%; C: -12; D: -3; E: 0%; F: ?
CCCCNS(=O)(=O)c1ccc2nc(SCC(=O)Nc3ccccc3)[nH]c2c1
  A: 25%; B: 5%; C: -11; D: 4; E: -20%; F: 5%
Cc1nc2ccccn2c1C(=O)NCC(C)C
  A: -3%; B: -3%; C: -4; D: -1; E: 6%; F: 19%
CC(=O)c1ccc(OCC(=O)N(C)CC(=O)Nc2ccc(N3CCOCC3)cc2)cc1
  A: 6%; B: .; C: .; D: .; E: 11%; F: 18%
O=C1CSC(c2ccccn2)N1c1ccc(Cl)c(Cl)c1 (configuration not stated)
  A: ?; B: .; C: 5; D: 14; E: 14%; F: ?
c1ccc2c(c1)CCN(c1ncnc3c1[nH]c1ccccc13)C2
  A: 7.4µM*; B: -4%; C: -13; D: -1; E: 0%; F: 5.2µM*

Remaining list, next part:
Labels used below – A = Pf growth 96h; B = FBPA Giardia inh; C = Shiga inhibitor; D = Cycloheximide cs; E = Sm TGR block; F = Pf growth 48h
COc1ccc(/C=C2\C(=O)c3ccccc3OC2c2ccccc2)cc1 (configuration not stated)
  A: ?; B: -3%; C: 22; D: 9; E: 7%; F: ?
COc1ccccc1OCC(=O)Nc1ccc(C(N)=O)cc1
  A: -36%; B: 7%; C: -6; D: -3; E: -3%; F: .
NNC(=O)c1cnn(-c2ccccc2)c1C(F)(F)F
  A: 33%[activator]; B: -4%; C: -5; D: 7; E: -1%; F: 147%[activator]
Cc1cc(NS(=O)(=O)c2ccc(NC(=O)Cc3cccs3)cc2)no1
  A: 60%[activator]; B: 5%; C: 29; D: 1; E: -3%; F: 12%
O=C(Nc1ccc(-c2cn3c(n2)SCC3)cc1)c1ccc2c(c1)OCO2
  A: ?; B: -2%; C: 53; D: 29; E: -9%; F: ?
O=C(CN(Cc1ccccc1F)C(=O)c1ccco1)NCc1ccc(F)cc1
  A: .; B: 7%; C: -16; D: -2; E: 0%; F: -3%
O=C(c1cccc([N+](=O)[O-])c1)N1CCN(C/C=C/c2ccccc2)CC1
  A: ?; B: 1%; C: 17; D: 11; E: 4%; F: ?
COc1cc(/C=N/N=C(/N)c2nonc2N)cc(Br)c1OCc1cccc(C)c1
  A: .; B: -3%; C: 23; D: 21*; E: -4%; F: ?
C=CCN(CC=C)C(=O)c1ccc(OC2CCN(S(=O)(=O)N(C)C)CC2)cc1
  A: .; B: -2%; C: 87*; D: 53*; E: 8%; F: -19%
CN1N=C(C(=O)N2CCCC(N3CCN(c4ccc(F)cc4)CC3)C2)CCC1=O (configuration not stated)
  A: ?; B: .; C: -1; D: 1; E: 2%; F: -14%

The list goes on.
Labels used below – A = Pf growth 96h; B = FBPA Giardia inh; C = Shiga inhibitor; D = Cycloheximide cs; E = Sm TGR block; F = Pf growth 48h
CCOC(=O)c1cc(-c2ccccc2)sc1NC(=O)C(C)OC(=O)c1ccncc1 (configuration not stated)
  A: -40%; B: 1%; C: 0; D: -2; E: 0%; F: 39%[activator]
Cc1ccc(S(=O)(=O)N2CCN(C(=O)CN3CCCCC3)C2C(C)C)cc1 (configuration not stated)
  A: .; B: 1%; C: 4; D: -4; E: -19%; F: -4%
CCOC(=O)N1CCN(C(=O)c2ccc(CS(=O)(=O)c3ccccc3OC)o2)CC1
  A: ?; B: 0%; C: 26; D: 18; E: 0%; F: 1%
COc1cc(C2NC(=O)NC(O)(C(F)(F)F)C2C(C)=O)cc(OC)c1OC (configuration not stated)
  A: -25%; B: 7%; C: 14; D: -4; E: -1%; F: 11%
O=C(/C=C/c1ccc([N+](=O)[O-])cc1)NCC1CCCO1 (configuration not stated)
  A: 47%[activator]; B: -1%; C: 44; D: 7; E: 3%; F: 52%[activator]
CC(C)c1ccc(Nc2nc(NCc3ccco3)nc(N3CCOCC3)n2)cc1
  A: 33%[activator]; B: -5%; C: -11; D: 2; E: 7%; F: 13µM*
Cc1ccc(F)cc1NC(=O)C1CC(=O)N(CCc2ccccc2)C1 (configuration not stated)
  A: 22%; B: -2%; C: -11; D: -5; E: 14%; F: 4%
COc1cc(C(=O)NNC(=O)C2CC=CCC2C(=O)O)cc(OC)c1OC (configuration not stated)
  A: 15%; B: 1%; C: 4; D: -1; E: -2%; F: 2%
COc1ccc(OC)c(NC(=O)CSc2nnc(CCCO)n2-c2ccccc2)c1
  A: 18%; B: -7%; C: 2; D: -2; E: -1%; F: -2%
O=C(NNC1=C(C(=O)C(F)(F)F)CCC1)c1ccc(Cl)cc1
  A: 2.9µM*; B: -17%; C: 86*; D: 18*; E: 2%; F: 19%

Continuation:
Labels used below – A = Pf growth 96h; B = FBPA Giardia inh; C = Shiga inhibitor; D = Cycloheximide cs; E = Sm TGR block; F = Pf growth 48h
O=C(c1cccn(Cc2cccc(Cl)c2)c1=O)N1CCOCC1
  A: 98%[activator]; B: -2%; C: -14; D: -3; E: 3%; F: -4%
CSCC(=O)Nc1nc(-c2ccc3c(c2)OCCO3)cs1
  A: 332%[activator]; B: -10%; C: 119*; D: 51*; E: -10%; F: i
CC1(C)[C@@H](O)CC[C@]2(C)C3C(O)C=C4[C@H]5C[C@@](C)(C(=O)O)CC[C@]5(C)CC[C@]4(C)[C@]3(C)CC[C@@H]12 (some centres not stated)
  A: 5%; B: 20%; C: -3; D: -5; E: -6%; F: 44%[activator]
CC1Cc2ccccc2N1CC(=O)Nc1cccc(S(N)(=O)=O)c1 (configuration not stated)
  A: 72%; B: 1%; C: -3; D: 4; E: -5%; F: -4%
Cc1ccnc(N=Cc2c(O)ccc3oc4c(c23)CCCC4)c1
  A: 31%[activator]; B: -17%; C: 8; D: 26*; E: -20%; F: 8%
O=C(O)CCC1OC(=O)C(O)=C1c1ccccc1 (configuration not stated)
  A: ?; B: 4%; C: -3; D: -2; E: ?; F: 15%
CCCc1cc(N2CCCC2)n2nc(C)c(-c3ccccc3)c2n1
  A: ?; B: 8%; C: -9; D: -1; E: 7%; F: ?
C/C(N)=C(/C#N)C(=O)CSc1nnc(NC(C)C)s1
  A: ?; B: 0%; C: 58*; D: 30*; E: 8%; F: 120%[activator]
CCOC(=O)c1c(NC(=O)COC(=O)C2CC2C)sc(C)c1C (configuration not stated)
  A: 21%; B: 3%; C: -4; D: -5; E: -1%; F: 4%
Cc1ccc(S(=O)(=O)N2CCOCC2)cc1NC(=O)COC(=O)c1ccc2c(c1)OCCO2
  A: -5%; B: 7%; C: -1; D: 5; E: -4%; F: -7%

3 of the compounds above, with two lines to a compound:
Every second line gives: Pf growth 96h | FBPA Giardia inh | Shiga inhibitor | Cycloheximide cs | Sm TGR block | Pf growth 48h
CSCC(=O)Nc1nc(-c2ccc3c(c2)OCCO3)cs1
  332%[activator] | -10% | 119* | 51* | -10% | i
C/C(N)=C(/C#N)C(=O)CSc1nnc(NC(C)C)s1
  ? | 0% | 58* | 30* | 8% | 120%[activator]
CCOC(=O)c1c(NC(=O)COC(=O)C2CC2C)sc(C)c1C (configuration not stated)
  21% | 3% | -4 | -5 | -1% | 4%

Next records.
Labels used below – A = Pf growth 96h; B = FBPA Giardia inh; C = Shiga inhibitor; D = Cycloheximide cs; E = Sm TGR block; F = Pf growth 48h
CC(C)(C)CN1CCN(CCCc2ccccc2)C(CCO)C1 (configuration not stated)
  A: ?; B: 4%; C: .; D: -2; E: -27%; F: ?
Cc1cc(C)c(S(=O)(=O)CCC(C)C)c(=O)[nH]1
  A: ?; B: 6%; C: -2; D: -1; E: 2%; F: 5%
O=C1C2CCCCC2C(=O)N1c1ccc(S(=O)(=O)Nc2ncccn2)cc1 (configuration not stated)
  A: ?; B: .; C: -15; D: -4; E: 9%; F: -14%
O=c1c2[nH]c3ccc(F)cc3c2ncn1CC1CCCO1 (configuration not stated)
  A: 17%; B: 2%; C: 4; D: -1; E: 5%; F: 18%
COc1ccc(NC(=O)CCN2CCC(C)CC2)cc1
  A: -58%; B: -2%; C: -9; D: -5; E: -2%; F: 16%
COc1ccc(-c2oc3cc(OC)c(O)c(OC)c3c(=O)c2OC)cc1O
  A: 10µM*; B: 1%; C: -14; D: 1; E: -3%; F: ?
O=C(CC1NC2CCCCC2NC1=O)Nc1cccc(C(F)(F)F)c1 (configuration not stated)
  A: -28%; B: 10%; C: -5; D: -2; E: -6%; F: 1%
Cc1ccc(C)c(N(CC(=O)NCc2ccco2)C(=O)CNS(=O)(=O)c2ccccc2)c1
  A: ?; B: 3%; C: -1; D: 8; E: -8%; F: -16%
CCO[C@@H]1OC(C(=O)NC2CC2)=C[C@H](C(C)(C)C)[C@H]1CCCO
  A: -18%; B: 3%; C: -2; D: -4; E: 7%; F: ?
CCOc1ncccc1C(=O)OC(C)C(=O)Nc1ccc(Cl)cn1 (configuration not stated)
  A: 32%[activator]; B: .; C: .; D: .; E: -5%; F: -2%

More records follow:
Labels used below – A = Pf growth 96h; B = FBPA Giardia inh; C = Shiga inhibitor; D = Cycloheximide cs; E = Sm TGR block; F = Pf growth 48h
Nc1ccc2c(c1)N1CCN=C1S2
  A: 15%; B: -10%; C: -4; D: -8; E: 0%; F: 19%
CC(C)CCNC(=O)COc1ccc2c3c(c(=O)oc2c1)CCC3
  A: -2%; B: -3%; C: -21; D: -4; E: -9%; F: 9%
CCn1cc(C=C2C(=O)NC(=O)NC2=O)c2ccccc21
  A: 11%; B: -1%; C: 9; D: 2; E: ?; F: -7%
C[C@H](NC(=O)c1nc[nH]c1C(=O)N1CCN(C(=O)OC(C)(C)C)CC1)C(=O)OCc1ccccc1
  A: 98%[activator]; B: ?; C: -3; D: 1; E: 1%; F: 34%[activator]
CC(C)(C)OC(=O)N1CCC(C(=O)N2CCCCCC2)CC1
  A: 12µM*; B: 3%; C: 13; D: -2; E: -3%; F: 1%
CCCNc1c(NC(=O)C2CCC(C)CC2)c(=O)oc2ccccc12 (configuration not stated)
  A: ?; B: .; C: -1; D: -2; E: -20%; F: -10%
CSc1nc(-c2ccccc2)nn1S(=O)(=O)c1ccc(Cl)cc1
  A: .; B: -1%; C: -4; D: -2; E: 0%; F: 3%
Cc1sc(NC(=O)CN(Cc2ccccc2)C(=O)C(C)C)c(C(N)=O)c1C
  A: ?; B: 2%; C: -14; D: 1; E: 4%; F: -18%
CC(c1ccccc1)n1cc(C(=O)NCc2ccccn2)nn1 (configuration not stated)
  A: -30%; B: -1%; C: -15; D: 4; E: 6%; F: .
Cc1cc(C)n(C)c(=O)c1C#N
  A: 6%; B: 2%; C: -16; D: 7; E: -4%; F: ?
CC(C)C(=O)N=c1sc2cc(F)cc(F)c2n1C
  A: 13%; B: 4%; C: 9; D: -1; E: 7%; F: .
CCOC(=O)C1CCN(S(=O)(=O)c2c[nH]c(=O)[nH]c2=O)CC1
  A: 26%; B: .; C: .; D: .; E: -9%; F: 21%

Screens deposited in PubChem BioAssay by National Center for Advancing Translational Sciences (NCATS).

No enrichment for hits. Share with any hit: about 24%.
